High-throughput results (PubChem BioAssay)
TbREL1 primary: TbREL1 inhibition, primary screen | inhibition, % at 9.66 µM | TbREL1 RNA ligation, FRET fluorescence | AID 1117264 | P86926 | hit rate 0.49% among 89,000;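 active means inhibition above the mean inhibition across all screened compounds plus 3 SD, cut at about 11% in these data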;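 further: 0% = plate median of test wells and 100% = NSC42067 control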
Target sequence (P86926 whole entry, looked up): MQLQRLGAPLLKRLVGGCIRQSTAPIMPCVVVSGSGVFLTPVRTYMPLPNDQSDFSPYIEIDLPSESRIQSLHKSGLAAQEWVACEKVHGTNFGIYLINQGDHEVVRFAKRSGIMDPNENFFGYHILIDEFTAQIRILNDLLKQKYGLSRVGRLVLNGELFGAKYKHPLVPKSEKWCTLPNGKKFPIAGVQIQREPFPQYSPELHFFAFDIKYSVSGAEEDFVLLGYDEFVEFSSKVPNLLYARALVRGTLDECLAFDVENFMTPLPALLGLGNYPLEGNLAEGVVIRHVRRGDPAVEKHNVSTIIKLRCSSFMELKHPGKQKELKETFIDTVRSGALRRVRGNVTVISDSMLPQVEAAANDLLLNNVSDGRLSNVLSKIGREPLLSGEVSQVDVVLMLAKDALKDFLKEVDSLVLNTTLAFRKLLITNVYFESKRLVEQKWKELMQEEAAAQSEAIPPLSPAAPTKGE
* = called active by the depositor. An excerpt; count on the stated rates, not on these rows.

SMILES	TbREL1 primary
CC(=O)c1c(C)[nH]c(C(=O)CSc2nnc(-c3cccs3)n2Cc2ccccc2)c1C	6.4
CCCNC(=O)/C=C/c1ccc(S(=O)(=O)Nc2ccccc2OC)cc1	-3.0
COc1ccc(-c2cc(C(=O)Nc3c(C)nn(Cc4ccc(Cl)cc4)c3C)no2)cc1	0.0
COc1ccccc1C(=O)N/N=C/c1ccc(Cl)s1	3.1
COc1ccc(NC(=O)c2cnc(NS(=O)(=O)c3ccccc3)nc2)cc1	-1.7
CN1CCC2(CC1)NC(=O)NC2=O	0.7
Nc1cc(OCc2ccccc2)ccc1OCc1ccccc1	-6.2
COC(=O)c1ccc(NC(=O)CCN2C(=O)C3CC=CCC3C2=O)cc1 (configuration not stated)	0.6
Cc1cc(C)c2sc(N(CCN(C)C)C(=O)CCS(=O)(=O)c3ccccc3)nc2c1	-5.5
NC(=O)CC(NC(=O)Cc1cccc2ccccc12)c1ccc(NCCN2CCCCC2)c([N+](=O)[O-])c1 (configuration not stated)	-0.8
C=CCNc1sc(C(=O)c2cccs2)c(N)c1C#N	-0.9
Cc1cc(C)nc(N/C(=N\S(=O)(=O)Cc2ccccc2)Nc2ccccc2Br)n1	-1.3
CC(C)C[C@H]1COCCS(=O)(=O)N1Cc1ccc(Cl)c(Cl)c1	3.9
CCOC(=O)C1=C(c2ccccc2)Nc2ncnn2C1c1cc(OC)cc(OC)c1OC (configuration not stated)	-2.2
CCN1CCCc2cc(CN(CCN3CCOCC3)C(=O)Nc3ccc(C)c(C)c3)ccc21	-4.7
Cc1ccc(C(=O)C2CCN(CC(=O)NC(C)C)CC2)cc1	-1.9
COc1ccc(O)c(/C=N/NC(=O)c2ccc(N3CCCC3=O)cc2)c1	0.8
CCOC(=O)C1(C)NC(c2cc(OC)c(OC)c(OC)c2)C2C(=O)N(CC)C(=O)C21 (configuration not stated)	2.1
S=C(c1ccccc1)N1CCCc2ccccc21	-2.1
COCCn1c(SCC(=O)NC2CCCC2)nc2ccccc2c1=O	-0.8
COC(=O)c1ccccc1NC(=O)n1cc(C)cn1	0.5
C/C(=N\Nc1nc(-c2ccccc2)cs1)c1cccs1	-3.2
Cc1ccc2nc(-c3ccc(O)c(O)c3)cn2c1	-1.9
O=C(O)CCC(NC(=O)c1cncc(O)c1)C(=O)O (configuration not stated)	-2.4
CCOC(=O)N1CCC(NCCNC(=O)c2ccc(F)cc2)CC1	6.7

New compounds follow
SMILES	TbREL1 primary
C[C@H](NC(=O)c1nc[nH]c1C(=O)NCc1ccccc1)C(=O)OC(C)(C)C	3.3
CC1(C)Cc2nc3[nH]c(=S)[nH]c(=O)c3cc2CO1	0.4
COc1ccc(Cn2ccc3ccc(-c4ccc5ccn(C(=O)C6CCC6)c5c4)cc32)cc1	-3.7
O=C(O)c1ccccc1-c1ccccc1C(=O)NNc1ccc([N+](=O)[O-])cc1	-0.2
CC1CCN(C(=O)CSc2nc3c(cnn3-c3ccc(Cl)cc3)c(=O)[nH]2)CC1	-1.2
CCCC(=O)Nc1nc(CC(=O)OCC)cs1	3.2
S=c1[nH]ncn1/N=C/c1ccc(N2CCOCC2)cc1	-2.5
CCOC(=O)Cc1nc(N2CCN(CCO)CC2)c2c(C)c(C(=O)OCC)sc2n1	1.8
COc1ccc(N2CCc3c(C)nc4c(OC)cccc4c32)cc1	1.1
COc1cccc(N2CC(C(=O)Nc3nnc(SCC(=O)N4CCCC4)s3)CC2=O)c1 (configuration not stated)	-2.5
CC1CCCC(NC(=O)c2ccc3c(c2)N(Cc2ccccc2)C(=O)CS3=O)C1C (configuration not stated)	-3.8
Cc1nnc(SCC(=O)c2ccccc2)n1Cc1ccccc1	0.8
CCOC(=O)NC(=O)c1cn(-c2ccc(OC)cc2)c(=O)[nH]c1=O	-0.8
CCOC(=O)N/N=C\c1ccc(OC(=O)c2ccco2)cc1	3.2
COc1ccc(C(=O)c2coc3ccc(O)c(CN4CCCCC4)c23)cc1	0.9
COC(=O)C1=C(C)N(Cc2ccc(C(F)(F)F)cc2)C(=NCc2ccc3c(c2)OCO3)NC1c1ccccc1C(F)(F)F (configuration not stated)	17.4*
C=CCn1c(CCNC(=O)c2cccs2)n[nH]c1=S	-0.2
COc1cc(CCC(=O)N2CCN(c3ncccn3)CC2)cc(OC)c1OC	-2.7
C[C@@H]1CN([C@H](C)CO)C(=O)CCCn2cc(nn2)CO[C@H]1CN(C)C(=O)Nc1ccc2c(c1)OCCO2	-2.7
Cn1cccc1C(=O)N1CCN(S(=O)(=O)c2ccc(F)cc2)CC1	-2.3
Cc1ccc2nc(SCC(=O)c3ccc(Cl)cc3)nc(=O)n2c1	6.7
COc1ccc(C(=O)N2CCN(c3nc4cc(C)ccc4cc3C#N)CC2)c(OC)c1	-1.9
CCC(C)NC(=O)c1[nH]c(C)c(C(=O)OC)c1C (configuration not stated)	-0.9
O=C(O)C/C(=C\c1ccc(Cl)cc1)c1nc2ccccc2o1	-2.4
COC(=O)c1ccccc1NC(=O)CSc1nc2ncccc2[nH]1	0.3

Other records
SMILES	TbREL1 primary
Cc1c(Br)c([N+](=O)[O-])nn1CCCC(=O)NC(C)c1ccccc1 (configuration not stated)	1.7
Cn1ccnc1SCC(=O)NC1(C#N)CCCCC1	-0.9
CCCC(=O)Nc1c2c(nn1-c1ccc(OC)cc1)CS(=O)C2 (configuration not stated)	-3.6
CC(C)(C)Cc1c(C2CCCCC2)nc2ccc(Cl)cn12	4.6
Cc1cccc(OCC(=O)NCC(=O)N/N=C/c2ccc(N(C)C)cc2)c1	-6.0
Cc1ccc(-n2c(=O)c3c(n4cnnc24)-c2ccccc2CC32CCCCC2)cc1	-0.9
NC(=O)C1CN(S(=O)(=O)c2ccc(Cl)cc2F)c2ccccc2O1 (configuration not stated)	3.4
O=C1Cc2ccccc2C(c2ccc(Cl)cc2)N1 (configuration not stated)	-2.4
CCN1CCN(c2ccc(S(=O)(=O)N3CCOCC3)cc2NC(=O)C2CCC(C(C)(C)C)CC2)CC1 (configuration not stated)	-2.2
Cc1cc(C(=O)O)c(C)o1	-6.6
Cc1ccc(NC(=O)NC2=NN(c3ccccc3)C(=O)/C2=C2/CCCN2C)cc1	1.9
CCn1c(CC(=O)Nc2ccc(C)cc2)nnc1SCC(=O)N1CCOCC1	3.0
Cc1cc(NC(=O)CCC(=O)N(CC(=O)NC2CCCC2)Cc2ccc3c(c2)OCO3)no1	-2.4
COc1ccc(CN(C)C(=O)c2ccc3ccccc3n2)cc1F	-2.0
CC(OC(=O)c1cc2ccccc2o1)C(=O)Nc1ccc(N2CCOCC2)cc1 (configuration not stated)	-5.1
CCCCn1cnc2c1c(=O)n(C)c(=O)n2C	0.3
O=C1CC(N2CCN(c3nc4ccccc4s3)CC2)C(=O)N1c1ccc(F)cc1 (configuration not stated)	-1.1
COc1ccc(OC(=O)C2CC(=O)N(c3ccc(C)cc3)C2)cc1 (configuration not stated)	0.4
Cc1ccc(S(=O)(=O)CC2CSc3nnc(C)c(=O)n32)cc1 (configuration not stated)	4.0
CCCN(CC1CC1)C(=S)NC(=O)c1ccccc1Br	-3.3
O=C1C=C(c2cc(F)ccc2F)C[C@@H](c2ccc(F)cc2)C1	1.5
Cc1ccc(OCCn2cnc3c(N)ncnc32)cc1	4.9
Cc1c(C(=O)NCCc2ccc3c(c2)OCCO3)oc2ccccc12	-1.2
CSc1cccc(NC(=O)C2CCCN(S(=O)(=O)c3cccs3)C2)c1 (configuration not stated)	1.1
COCCN(CC(=O)Nc1cccc(C)c1C)C(=O)c1oc2ccccc2c1C	2.7

More results follow:
SMILES	TbREL1 primary
CCO[C@H]1OC(C(=O)N2CCN(Cc3ccc4c(c3)OCO4)CC2)=C[C@@H](c2ccccc2)[C@@H]1CCCO	-3.5
CC(C)c1nnc(NC(=O)COc2ccccc2[N+](=O)[O-])s1	6.9
CC(=O)Nc1ccc(C(=O)N2CCCCC2c2cc(C(=O)N3CCOCC3)no2)cc1 (configuration not stated)	-2.4
COc1ccc(N2C(=O)C(=O)/C(=C(/O)c3ccc(C)cc3)C2c2cccnc2)cc1 (configuration not stated)	4.0
NS(=O)(=O)c1cccc(NC(=O)COC(=O)Cc2ccc(Cl)cc2)c1	1.0
CCCCCCCNC(=O)C1(CC2CC(c3ccccc3)=NO2)CCNCC1 (configuration not stated)	5.1
O=c1cc(CN2CCN(Cc3ccccc3)CC2)c2cc(Cl)ccc2o1	-4.1
CCC1=C(OC(=O)N(CC)CC)N2C(=O)OC(=NCCc3c[nH]c4ccccc34)[C@]2(Cc2ccccc2)[C@H]2C1=CC[C@H]1C(=O)N(CC(=O)OC)C(=O)[C@H]12	-4.5
CCOc1cc(C)c(S(=O)(=O)Nc2ccc(Cl)cn2)cc1C	-1.2
CN1CCc2c(C#N)c(N3CCCCC3)nc(NCc3ccccc3)c2C1	0.8
O/N=C1/CC/C(=N\O)c2nn(-c3ccccc3)nc21	0.1
CC(Oc1ccccc1F)C(=O)NNC(=O)c1ccc(F)c(S(=O)(=O)N2CCOCC2)c1 (configuration not stated)	-1.0
Cc1cc(=O)oc2cc(OCCSc3nnc(-c4ccccc4)o3)ccc12	5.0
CCCc1nnc(NC(=O)CCC(=O)N2CCN(S(=O)(=O)c3ccc(C)cc3)CC2)s1	-1.0
COc1ccc(C(=O)/C=C\c2ccc(NC(=O)c3cccs3)cc2)cc1	4.9
C=CCC[C@@H](Cc1ccc(F)cc1)C(=O)OC[C@@H](Cc1c[nH]c2ccccc12)NC(=O)[C@@H](CC=C)CC(=O)N[C@H](CO)Cc1ccccc1	3.6
Cc1ccc(CN2CCN(Cc3c(C)nn(-c4ccc(F)cc4)c3C)CC2CCO)o1 (configuration not stated)	-3.8
COc1ccc(C(=O)Nc2cccc(C(=O)N3CCCCC3)c2)cc1	-1.4
CC1CCCC(NC(=O)COC(=O)c2cc(=O)[nH]c3ccccc23)C1C (configuration not stated)	-3.3
O=C(O)c1ccccc1C(=O)OCCc1cc2ccccc2c(=O)o1	-1.4
O=C(N[C@H](C(=O)N1CCC[C@H]1C(=O)NC1CCCC1)c1ccccc1)c1ccc(Cl)cc1Cl	-2.5
CCOC(=O)C1CCCN(Cc2ccccc2C)C1 (configuration not stated)	0.8
O=C(Cc1ccccc1)N[C@@H](Cc1ccccc1)c1nc2ccccc2[nH]1	-2.2
COCCN1CC(C(=O)NCc2ncccc2C)CCC1=O (configuration not stated)	1.0
O=C(CN(C1CCCCC1)S(=O)(=O)c1ccccc1)NCc1cccnc1	-1.2

Grouped by structure, the entries above with fluorine (ten)
SMILES	TbREL1 primary
CCOC(=O)N1CCC(NCCNC(=O)c2ccc(F)cc2)CC1	6.7
COC(=O)C1=C(C)N(Cc2ccc(C(F)(F)F)cc2)C(=NCc2ccc3c(c2)OCO3)NC1c1ccccc1C(F)(F)F (configuration not stated)	17.4*
Cn1cccc1C(=O)N1CCN(S(=O)(=O)c2ccc(F)cc2)CC1	-2.3
NC(=O)C1CN(S(=O)(=O)c2ccc(Cl)cc2F)c2ccccc2O1 (configuration not stated)	3.4
COc1ccc(CN(C)C(=O)c2ccc3ccccc3n2)cc1F	-2.0
O=C1CC(N2CCN(c3nc4ccccc4s3)CC2)C(=O)N1c1ccc(F)cc1 (configuration not stated)	-1.1
O=C1C=C(c2cc(F)ccc2F)C[C@@H](c2ccc(F)cc2)C1	1.5
CC(Oc1ccccc1F)C(=O)NNC(=O)c1ccc(F)c(S(=O)(=O)N2CCOCC2)c1 (configuration not stated)	-1.0
C=CCC[C@@H](Cc1ccc(F)cc1)C(=O)OC[C@@H](Cc1c[nH]c2ccccc12)NC(=O)[C@@H](CC=C)CC(=O)N[C@H](CO)Cc1ccccc1	3.6
Cc1ccc(CN2CCN(Cc3c(C)nn(-c4ccc(F)cc4)c3C)CC2CCO)o1 (configuration not stated)	-3.8

(cont.)
SMILES	TbREL1 primary
CC1(C)C2CC=C(/C=N/n3cnnc3)C1C2 (configuration not stated)	1.1
CCOC(=O)N1CCC(=NNC(=O)c2cc3ccccc3cc2O)CC1	-1.6
O=S(=O)(c1ccc(-c2ccccc2)cc1)N1CCOCC1	-0.9
CCC1CCC(N2CCN(c3ccc(F)cc3)CC2)CC1 (configuration not stated)	-1.4
COc1ccc(-n2nc(C(=O)NCC(=O)Nc3cc(Cl)c(OC)cc3OC)c3ccccc3c2=O)cc1	-2.0
CC(=O)N1CCc2cc(S(=O)(=O)NCCC(=O)NC3CCN(Cc4ccccc4)CC3)ccc21	-3.5
Cc1ccc(S(=O)(=O)NCC(=O)N2CCN(c3ccccn3)CC2)s1	-0.4
Cc1ccc(S(=O)(=O)N2CCN(C(=O)CSc3nc4ccccc4c(=O)[nH]3)CC2)cc1	-2.1
Cc1ccc(N2CCN(C(=O)c3cn(CC4CCCCC4)nn3)C(C)C2)cc1 (configuration not stated)	-3.9
COc1ccc(CCNC(=O)C(=O)NCC2OCCCN2S(=O)(=O)c2cc(C)ccc2C)cc1 (configuration not stated)	1.0
CC1(C)CC(NCc2ccccc2)CCO1 (configuration not stated)	-2.0
Cn1c(=O)n(C)c2cc(C(=O)Nc3ccc(Br)cc3)ccc21	-0.9
Cc1oc2c(c1C(=O)NCc1cc(C(=O)O)co1)CCCC2	-0.5
COc1ccc(NC(=O)COC(=O)C2CC2)cc1S(=O)(=O)N1CCCCC1	0.6
Cc1ccc(C(=O)NC(=S)Nc2nc(-c3cccc([N+](=O)[O-])c3)cs2)c(Cl)c1	2.1
c1ccc(-c2nc(C3CCCCC3)no2)cc1	0.4
C=CCc1ccc(OCCOCCOc2ccccc2[N+](=O)[O-])c(OC)c1	-1.4
CCOC(=O)N1CCC(NS(=O)(=O)c2ccc3c(c2)CCN3C(C)=O)CC1	-3.7
CCC(=O)Nc1ccc(Cl)c(NC(=O)c2cccnc2)c1	-1.6
COc1ccc(Cc2n[nH]c(=O)c3ccccc23)cc1OC	2.5
CCOc1ccc(/C=C2\SC(=S)N(CCCC(=O)NCCCN3CCOCC3)C2=O)cc1	1.0
COc1ccc(C(=O)COC(=O)c2cnc(C)cn2)c(OC)c1	3.0
O=C(COC(=O)c1nc(Cl)ccc1Cl)NC1CCCCC1	2.6
O=C(COC(=O)CCc1ccc(S(=O)(=O)N2CCCCC2)cc1)Nc1cccc2ccccc12	-3.1
COc1ccc(C2(c3ccc(OC)cc3)NC(=O)N(CC(=O)Nc3cc(C)ccc3OC)C2=O)cc1	4.8
O=C(O)CC(NCc1ccco1)C(=O)Nc1cccc(O)c1 (configuration not stated)	-1.1
CC(C)(C)CC(=O)Nc1nnc(C(F)(F)F)s1	8.8
CCC[C@H]1[C@@H](NC(=O)C(c2ccccc2)c2ccccc2)CC[C@@]23CCCN2C(=O)CCC[C@@H]13	-5.0
